# aSyn yeast rescue: rescues yeast growth from alpha-synuclein toxicity; S. cerevisiae alpha-synuclein toxicity rescue, BacTiter-Glo growth, 24 h; Potency, µM (top dose mostly 46.1 µM), without a hit: at the top dose growth rescue (activation), actives largely listed as activators; 0.02% of 94,000 active; AID 1347070; active = well fitted activation curve with a large enough effect; inconclusive = small, poorly fitted or top-dose-only effect; note: 0% is about no effect
#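 Growth restoration measured by BacTiter-Glo luminescence after 24 hr at 30 deg C; alpha-synuclein yeast, raffinose-pregrown to mid-log, were added at OD600=0.02 in galactose medium onto pinned compounds.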
# Active calls of the source: *; ? = inconclusive; [ ] = another dose, or the depositor's remark. Potency is the fitted concentration of half-maximal effect. This is a subset (hit frequency here may not be typical).
SMILES,aSyn yeast rescue
C[C@@H](NC(=O)CN(c1ccccc1)S(=O)(=O)N(C)C)c1ccccc1,-4%
CC1=C(C(=O)N2CCOCC2)CC(CC(=O)NC2CCCCC2)C(=O)N1Cc1ccc(C(C)(C)C)cc1 (stereo unspecified),-13%
CCn1cc(C(=O)NCCc2ccc(C)cc2)c(=O)c2cc(S(=O)(=O)N3CCC(C)CC3)ccc21,-2%
COc1cccc(CNS(=O)(=O)c2ccc3c(c2)CCN3C(=O)C2CC2)c1,8%
CC1(c2ccc(Cl)cc2Cl)NC(=O)N(CC(=O)Nc2ccc3[nH]c(=O)[nH]c3c2)C1=O (stereo unspecified),-4%
CCN(Cc1ccc(Br)s1)C(=O)CSc1nnc(C2CC2)n1C1CC1,2%
O=C(CN1CCCCCC1)Nc1cc([N+](=O)[O-])ccc1Cl,6%
COc1ccc(NC(=O)CN2C(=O)C3(SCC(=O)N3c3cccc(OC)c3)c3ccccc32)cc1 (stereo unspecified),9%
Cc1ccc(C)c(S(=O)(=O)c2cn(C)c3cc(N4CCCCC4C)c(F)cc3c2=O)c1 (stereo unspecified),-14%
C=CCNC(=S)Nc1c(N)n(C)c(=O)n(C)c1=O,-7%
O=C(Nc1ccccc1)c1csc(-c2ccccc2)n1,-2%
CC(C)NC(=O)CC(=O)N/N=C\c1ccccc1C(=O)O,9%
CCN(CC(=O)NC1CCS(=O)(=O)C1)S(=O)(=O)c1ccc(Cl)c(C(F)(F)F)c1 (stereo unspecified),-1%
COCCn1c(SCC(=O)c2ccc(F)cc2)nc2cc(C(=O)NC3CCCC3)ccc2c1=O,4%
COc1ccc(NC(=O)C(Cc2ccccc2)n2cccc2)cc1 (stereo unspecified),-5%
CN(Cc1nc2ccccc2c(=O)[nH]1)Cc1nc2ccsc2c(=O)[nH]1,6%
CCOC(=O)c1ccc(NC(=O)CSc2nnc3c4ccccc4n(CC)c3n2)cc1,-4%
CCOC(=O)c1ccc2c(c1)n(CCCS(=O)(=O)[O-])c(/C=C/c1ccc(Cl)cc1)[n+]2CC,0%
O=C(CSc1ncc(CO)n1Cc1ccccc1)Nc1nc2ccccc2s1,-9%
Cc1cccc(C)c1NC(=O)CN,2%

# Some of the entries above in another layout:
mol: O=C(Nc1ccccc1)c1csc(-c2ccccc2)n1
  aSyn yeast rescue: -2%

mol: CC(C)NC(=O)CC(=O)N/N=C\c1ccccc1C(=O)O
  aSyn yeast rescue: 9%

# Remaining list, next part:
SMILES,aSyn yeast rescue
CCN(C(=O)c1cc2c(=O)[nH]c3ccc(C)cc3c2s1)c1ccc(OC)cc1,-2%
COc1ccc(-n2ccn(CC(=O)Nc3ccc(C)cc3C)c(=O)c2=O)cc1,3%
COc1ccc(CCNc2nccn(-c3ccc(C)c(C)c3)c2=O)cc1OC,8%
CCOc1ccc(OCC(=O)Nc2ccccc2N2CCCC2)cc1,-6%
CC(C)[C@H](NC(=O)c1cccc(CN(Cc2ccccc2)C(=O)/C=C/c2ccccc2)c1)C(=O)O,-3%
CCN(CC(=O)NCc1ccco1)S(=O)(=O)c1ccc(F)cc1,-1%
CCOc1cc(Cl)c(S(=O)(=O)NCCCN2CCOCC2)cc1Cl,-10%
CCNC(=O)CSc1nnc(-c2cc(-c3ccc(Cl)cc3)nc3ccccc23)o1,-4%
C1CC(CN2CCOCC2)CN(c2nc3nonc3nc2N2CCSCC2)C1 (stereo unspecified),5%
O=C(N/N=C(/CC(=O)c1cccs1)C(F)(F)F)c1ccc(O)cc1,-14%
Cc1c(CC(=O)N2CCCCC2)c(=O)oc2cc3occ(C(C)(C)C)c3cc12,6%
C/C(=N\NC(=O)c1cc(C(C)C)[nH]n1)c1ccncc1,0%
COc1ccc(C2C=C(c3ccccc3)Nc3nc(NS(=O)(=O)c4ccc(C)cc4)nn32)cc1 (stereo unspecified),3%
C[C@@H]1CN([C@@H](C)CO)C(=O)c2cc(Br)cnc2O[C@H]1CN(C)Cc1cccnc1,6%
CC1CCCC(C)N1C(=O)c1cc(-c2ccc3c(c2)OCO3)on1 (stereo unspecified),6%
N#CCc1nc2c3c4c(sc3ncn2n1)CCCC4,2%
CCCCCC1(C)NC(=S)N(c2ccccc2)N1 (stereo unspecified),3%
O=C(Nc1nnc(N2CCCCCC2)s1)Nc1cc(F)ccc1F,2%
Fc1cccc(CNc2ncnc3cc(Cl)ccc23)c1F,6%
O=C(CNC(=O)c1cccs1)OCC(=O)c1ccc([N+](=O)[O-])cc1,-5%
Cc1cccc(OCC(=O)Nc2nc3c(s2)CC(C(C)(C)C)CC3)c1C (stereo unspecified),-3%
Cc1cccc(S(=O)(=O)N(C)C[C@@H]2OCc3cnnn3CCCC(=O)N([C@H](C)CO)C[C@@H]2C)c1,1%
COc1ccc(OC)c(CCNC(=O)c2cnn(-c3ccccc3)c2-n2cccc2)c1,-11%
Cc1cccc(N2CCN(C(=O)C3CCN(c4ncnc5c4nc4n5CCCCC4)CC3)CC2C)c1 (stereo unspecified),?
Oc1ccc(/C=N/N2CCOCC2)c(O)c1O,13%
CCN1CCN(C(=S)NC(=O)c2cccs2)CC1,-4%
Cc1cccc(NC(=O)CSc2nnc(N)s2)c1,-13%
COc1ccc(Cn2cc(C(=O)c3ccc(C)c(C)c3)c(=O)c3ccccc32)cc1,-9%
CCOC(=O)C(=NCC1CCCO1)NNc1ccccc1Cl (stereo unspecified),-4%
COc1cccc(NC(=O)NNC(=O)CN2C(=O)COc3ccccc32)c1,-5%
O=C(CCNC(=O)c1ccco1)Nc1ccc(F)c(Cl)c1,4%
Clc1ccccc1CSc1nnc(C2CCNCC2)o1,5%
CC(C)CC1N=C2c3ccccc3N=C(SCC(=O)NCCc3ccc(Cl)cc3)N2C1=O (stereo unspecified),-2%
COc1ccc(CCNC(=O)c2ccc3c(c2)N(Cc2c(F)cccc2Cl)C(=O)CS3)cc1OC,-4%
COc1ccccc1C1C=C(c2ccc(Cl)cc2)Nc2nc(-c3ccc(Cl)cc3)nn21 (stereo unspecified),-44%[inhibitor]
COc1ccc(CCNc2ncnc3c2cnn3-c2cccc(Cl)c2)cc1,-1%
O=C1[C@@H]2CSCN2C(=O)CN1Cc1ccc(F)cc1,2%
O=C(NCc1ccc(F)cc1)c1ccc(CS(=O)(=O)c2ccc(Cl)cc2)o1,-2%
Cc1ccc(NC(=O)Cn2cc(C(=O)c3ccco3)c3ccccc32)cc1,0%
COc1ccc(-n2c(=O)c3c(c4cc(OC)ccc4n3C)n(Cc3cc(C)ccc3C)c2=O)cc1,-15%
CC1NC(=O)c2cccnc2-n2c1nc1cc(F)c(F)cc1c2=O (stereo unspecified),2%
Cc1ccc(NC(=O)Cn2c(=O)n(CCCS(=O)(=O)C3CCCCC3)c(=O)c3ccccc32)cc1F,7%
CCOc1ccc(NC(=O)CCS(=O)(=O)c2cccc3nonc23)cc1,-10%
COc1cc(C2/C(=C(/O)c3ccccc3)C(=O)C(=O)N2c2ccccn2)ccc1O (stereo unspecified),-11%
COc1cccc(COC(=O)C(Cc2ccccc2)NC(=O)c2ccco2)c1 (stereo unspecified),15%
COc1ccc(OC)c(NC(=O)Nc2cc(NC(=O)Nc3cc(OC)ccc3OC)c(C)nc2C)c1,10%
CC(C)CC(=O)Nc1nc2c(s1)CC(C(C)(C)C)CC2 (stereo unspecified),-13%
CSc1cccc(-n2nnc(-c3nsc(NC(=O)c4cccs4)n3)c2C)c1,-10%
CS(=O)(=O)N1CC2CCCN2c2ccc(C(F)(F)F)cc21 (stereo unspecified),-12%
COc1cccc(CNC(=O)c2cc(S(=O)(=O)N3CCOCC3)cn2C)c1,-3%
CC(C)N1CC23C=CC(O2)C(C(=O)OCc2ccccc2)C3C1=O (stereo unspecified),-13%
O=C(CSc1nc(=O)n(Cc2ccco2)c2c1CCC2)NCc1ccc(Cl)cc1,-6%
Oc1ccc(C(c2nnnn2C2CCCCC2)N2CCOCC2)cc1 (stereo unspecified),4%
Cc1c(C#N)c2ccccc2n1C,6%
CC1=C(C(=O)N(C)C)CC(CC(=O)NCCc2ccccn2)C(=O)N1CCC1=CCCCC1 (stereo unspecified),-2%
Cc1ccnc(SCc2cc(=O)c(OC(=O)c3cccs3)co2)n1,4%
O=C(c1ccc2c(c1)N(Cc1ccc(Cl)cc1)C(=O)c1ccccc1S2(=O)=O)N1CCN(c2ccccn2)CC1,24%
C=CCNC(=O)NC(=O)COC(=O)[C@H](C)NS(=O)(=O)c1c(C)c(C)cc(C)c1C,10%
CS(=O)(=O)c1ccc(Cl)c(NC(=O)c2ccc(-n3cncn3)c([N+](=O)[O-])c2)c1,-1%
Cc1ccccc1Nc1c(-c2ccc(N3CCOCC3)cc2)nc2ccccn12,-1%

# (further entries)
SMILES,aSyn yeast rescue
COc1ccc(-c2noc(N3CCC(C(=O)NCc4ccc(Cl)cc4)CC3)n2)cc1,-3%
O=C(c1ccc(S(=O)(=O)NCC2CCCO2)cc1)N1CCN(c2cccc(Cl)c2)CC1 (stereo unspecified),2%
CN(C)S(=O)(=O)c1cccc(NC(=O)COc2cccc3ccccc23)c1,7%
CCc1ccccc1NC(=O)c1sc(-n2nc(C)c(Cc3ccccc3)c2C)nc1C,-6%
O=C(O)C1CCCN1S(=O)(=O)c1cccc2nsnc12 (stereo unspecified),-5%
O=C(O)c1ccccc1Nc1ccc([N+](=O)[O-])cc1,-29%
O=C(Cn1cnc2c(nnn2Cc2ccccc2)c1=O)N1CCCc2ccccc21,-2%
COc1cccc(NC(=O)N2CCC(CN3CCOCC3)CC2)c1,-15%
O=C(O)c1nn(CC(=O)N2CCN(S(=O)(=O)c3ccc(Cl)cc3)CC2)c(=O)c2ccccc12,-7%
COC(=O)C[C@H]1C[C@@H]2c3cc(NC(=O)CN(C)C)ccc3O[C@@H]2[C@H](CO)O1,-9%
COc1ccccc1CNc1nc2c(S(=O)(=O)c3ccc(C)c(C)c3)nnn2c2ccc(Cl)cc12,0%
CCn1c(CC(=O)Nc2ccccc2)nnc1SCC(=O)Nc1nncs1,2%
CSc1nn(CC(=O)Nc2ccccc2F)c(N)c1S(=O)(=O)c1ccccc1,-3%
CN(C)c1ccc(C(CNC(=O)c2ccc(C(C)(C)C)cc2)N2CCCC2)cc1 (stereo unspecified),4%
O=C(CNC(=O)c1ccco1)Nc1ccc2c(c1)OCCO2,9%
Cc1oc2ncnc(N3CCCCC3)c2c1C(=O)Nc1cccc(F)c1,-22%
Cc1ccc2c(CC(=O)Nc3c(C(=O)c4ccc(F)cc4)oc4ccccc34)coc2c1C,-10%
Cc1ccc(C)c(CSc2c(C(C)C)cnc3c2c(=O)n(C)c(=O)n3C)c1,11%
COc1ccc(-c2cccc(NS(=O)(=O)c3ccccc3[N+](=O)[O-])c2)nn1,-5%
CC(=O)NCCCC(=O)NC(CCC(=O)OCc1ccccc1)C(=O)OCc1ccccc1 (stereo unspecified),-17%
CCOc1ccc(CCNC(=O)c2cc3c(=O)n(C)c4ccccc4c3n2C)cc1OCC,6%
COc1ccc(C)cc1CN1C(=O)c2ccccc2C1=O,5%
O=C(NCCc1ccc(F)cc1)C(=O)NCC(c1ccc2c(c1)OCO2)N1CCOCC1 (stereo unspecified),-4%
O=C(COc1ccc(S(=O)(=O)NC2CCCCC2)cc1)N1CCN(c2ccc(F)cc2)CC1,-1%
O=C(Nc1ccccc1)N(Cc1cccs1)c1ccc(F)cc1,1%
Cc1ccc(C)c(N2CCN(C(=O)c3cccc(-n4c(C)nc5cccnc54)c3)CC2)c1,19%
CCN(CC)c1ccc(NC(=O)c2sc3nc4c(cc3c2N)CN(C)CC4)cc1,-1%
COc1ccc(/C=N/NC(=O)c2ccn[nH]2)cc1CN1CCOCC1,0%
Cc1cc(=O)n(Cc2cccc(Cl)c2)c2c1c(C)nn2C,5%
CCN(Cc1ccc(OC)cc1)c1ccc(-c2nc(-c3ccncc3)no2)cc1[N+](=O)[O-],6%
CCCCCC(=O)N1C[C@H](n2cc(C3CC3)nn2)[C@@H](O)C[C@@H]1c1ccc(Cl)cc1,2%
COc1ccc(C(=O)/C=C/c2ccccc2)c(OC)c1,1%
COc1ccc(C(=O)NCc2ccc3c(c2)CCN3C(=O)c2ccc(Cl)cc2)c(OC)c1,-16%
CCOC(=O)c1cnc2cc(C(F)(F)F)ccc2c1N1CCN(c2ccc(F)cc2)CC1,-5%
COc1ccc(OC)c(CNC(=O)c2cc3c(-c4ccc(OC)c(OC)c4)nn(C)c3s2)c1,9%

# An excerpt from above in order of length of the SMILES, smallest number first:
SMILES,aSyn yeast rescue
COc1ccc(C(=O)/C=C/c2ccccc2)c(OC)c1,1%
O=C(O)C1CCCN1S(=O)(=O)c1cccc2nsnc12 (stereo unspecified),-5%
COc1cccc(NC(=O)N2CCC(CN3CCOCC3)CC2)c1,-15%
Cc1ccnc(SCc2cc(=O)c(OC(=O)c3cccs3)co2)n1,4%
CC1NC(=O)c2cccnc2-n2c1nc1cc(F)c(F)cc1c2=O (stereo unspecified),2%
COc1ccc(/C=N/NC(=O)c2ccn[nH]2)cc1CN1CCOCC1,0%
COc1cccc(NC(=O)NNC(=O)CN2C(=O)COc3ccccc32)c1,-5%
CN(C)c1ccc(C(CNC(=O)c2ccc(C(C)(C)C)cc2)N2CCCC2)cc1 (stereo unspecified),4%
CCOc1ccc(CCNC(=O)c2cc3c(=O)n(C)c4ccccc4c3n2C)cc1OCC,6%
CCOC(=O)c1cnc2cc(C(F)(F)F)ccc2c1N1CCN(c2ccc(F)cc2)CC1,-5%
COc1ccc(C2C=C(c3ccccc3)Nc3nc(NS(=O)(=O)c4ccc(C)cc4)nn32)cc1 (stereo unspecified),3%
CC1(c2ccc(Cl)cc2Cl)NC(=O)N(CC(=O)Nc2ccc3[nH]c(=O)[nH]c3c2)C1=O (stereo unspecified),-4%
COC(=O)C[C@H]1C[C@@H]2c3cc(NC(=O)CN(C)C)ccc3O[C@@H]2[C@H](CO)O1,-9%
CC(C)[C@H](NC(=O)c1cccc(CN(Cc2ccccc2)C(=O)/C=C/c2ccccc2)c1)C(=O)O,-3%

# Screens: PubChem BioAssay, National Center for Advancing Translational Sciences (NCATS)
